# Assay outcomes: PubChem BioAssay, several laboratories
# HTR5A ag ctr = HTR5A agonists in luminescence cell assay, primary screen, counter-screen for OPRM1-OPRD1 heterodimer agonist project, full-deck HTS. AID 504692, 2011. hit rate 0.61% among 340,000. activation, % at 9.3 µM. cell-based. 5-hydroxytryptamine receptor 5A (Homo sapiens), P47898; in the data active means activation mostly above about 9.5%, no sharp cut-off; inactive means mostly below about 7.6%;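 further: 0% = cells with vehicle only and 100% = reference agonist; strong numbers were not always called active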
# Target sequence (P47898 whole entry, looked up): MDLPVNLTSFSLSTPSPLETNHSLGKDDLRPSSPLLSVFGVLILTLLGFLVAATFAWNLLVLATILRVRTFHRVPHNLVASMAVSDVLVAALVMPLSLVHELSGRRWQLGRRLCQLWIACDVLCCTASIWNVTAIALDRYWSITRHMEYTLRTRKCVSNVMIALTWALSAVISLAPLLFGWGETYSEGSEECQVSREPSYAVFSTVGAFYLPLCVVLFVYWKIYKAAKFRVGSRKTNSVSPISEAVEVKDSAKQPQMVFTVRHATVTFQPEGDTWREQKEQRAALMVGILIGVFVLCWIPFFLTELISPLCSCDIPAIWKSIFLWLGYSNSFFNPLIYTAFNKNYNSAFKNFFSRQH
# PKA-R1A activ = activators of PKA-R1A holoenzyme, primary screen, biochemical, fluorescence polarization, Cy5-IP20, bovine R1A, mouse PKAc; PKA-R1A dissociation; scaled: DMSO 0%, 113 µM cGMP 100%; activation, % at 11.4 µM; hit rate 0.083% among 340,000;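 active means percent activation above the mean of all tested compounds plus 3 SD, cut at about 19% in these data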;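 further: higher means more PKAc released from R1A so a rise in polarization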
# DSG3 Ab inh = inhibitors of pemphigus antibody binding to DSG3, primary screen, biochemical, bead-based, flow cytometry, scFv-GFP; DSG3-coupled beads, scFv-anti-DSG3-GFP binding; active compounds read low; binding (percent of control), % at 10 µM; hit rate 0.48% among 310,000; AID 588358, 2011;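 active means binding more than 3 SD below its plate's average and above zero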;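 further: hits lower antibody fragment binding to DSG3; some compounds called inactive have numbers as strong as hits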
# OPRM1-OPRD1 inv = inverse agonists of MOR-DOR heterodimerization, primary screen, cell-based, luminescence. inhibition, % at 9.3 µM. cell-based MOR-DOR heterodimer luminescence, inverse agonism. hit rate 0.21% among 340,000; in the data active means inhibition above about 22%, passing the limit was not always enough;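 further: 0% = cells with DMSO and 100% = wells without cells with DMSO; values of inactives mirror those of a sister screen read the other way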
# HTR5A inv ag = HTR5A inverse agonists in luminescence cell assay, primary screen, counter-screen for OPRM1-OPRD1 heterodimer inverse agonist project, full-deck HTS; inhibition, % at 9.3 µM; hit rate 0.083% among 340,000; HTR5A cell line, inverse agonism; AID 504634, 2011; in the data active means inhibition mostly above about 23%, no sharp cut-off; inactive means mostly below about 18%;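 further: 0% = cells with DMSO and 100% = no-cell wells with DMSO; some compounds called inactive have numbers as strong as hits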
# Arr AP2 block = inhibitors of beta-arrestin/AP2 binding, primary screen, biochemical, GPCR trafficking, flow cytometry | FITC-arrestin peptide / GST-AP2 beads; AP2 beta2 appendage carries R879A mutation | hit rate 0.31% among 340,000 | inhibition, % at 10 µM;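 active means inhibition above a set limit, near 3 SD of compounds lacking own fluorescence, cut at about 54% in these data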;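 further: plate controls were DMSO wells for no effect and 5 µM unlabelled arrestin peptide for full effect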
#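 Assay system: GST-AP2 R879A bound to glutathione beads, E. coli-expressed; Medium: PBS with 0.05% Tween 20 and 0.1% BSA; Also added: fluorescein-tagged arrestin peptide at 50 nM final; Timing: 12 min plus 1 h, RT; Measured by: flow cytometry, FL1 (488/535 nm); Evaluation: percent drop in bead-associated FITC signal.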
# PKA-R2B activ = activators of PKA-R2B holoenzyme, primary screen, biochemical, fluorescence polarization, Cy5-IP20, human; cAMP-dependent protein kinase catalytic subunit beta (Homo sapiens) + cAMP-dependent …; activation, % at 11.4 µM; hit rate 0.079% among 340,000; PKA-R2B holoenzyme dissociation; R2B truncated from residue 108, S112A mutant; 0% DMSO only, 100% 113 µM cGMP; AID 504700, 2011;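 active means activation above a cutoff set at the mean over all compounds plus 3 SD, cut at about 18% in these data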;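 further: higher means more holoenzyme dissociation and a rise in polarization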
# OPRM1-OPRD1 ag = agonists of OPRM1-OPRD1 heterodimerization, primary screen, cell-based, luminescence | hit rate 0.3% among 340,000 | AID 504326, 2011 | Mu-type opioid receptor (Homo sapiens) + Delta-type opioid receptor (Homo sapiens), … | cells | activation, % at 9.3 µM; in the data active means activation above about 18%;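 further: 0% = vehicle-treated cells and 100% = reference agonist; values of inactives mirror those of a sister screen read the other way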
# DAGLB inh = DAGLB lipase inhibitors, primary screen, biochemical, fluorescence, HTS. Diacylglycerol lipase-beta (Homo sapiens), Q8NCG7. HEK293T DAGLB membrane lysate, EnzChek fluorogenic substrate. inhibition, % at 5.17 µM. hit rate 0.059% among 340,000. AID 504411, 2011; in the data active means inhibition above about 34%;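 further: 0% = enzyme with vehicle and 100% = wells lacking enzyme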
# Target sequence (Q8NCG7 whole entry, looked up): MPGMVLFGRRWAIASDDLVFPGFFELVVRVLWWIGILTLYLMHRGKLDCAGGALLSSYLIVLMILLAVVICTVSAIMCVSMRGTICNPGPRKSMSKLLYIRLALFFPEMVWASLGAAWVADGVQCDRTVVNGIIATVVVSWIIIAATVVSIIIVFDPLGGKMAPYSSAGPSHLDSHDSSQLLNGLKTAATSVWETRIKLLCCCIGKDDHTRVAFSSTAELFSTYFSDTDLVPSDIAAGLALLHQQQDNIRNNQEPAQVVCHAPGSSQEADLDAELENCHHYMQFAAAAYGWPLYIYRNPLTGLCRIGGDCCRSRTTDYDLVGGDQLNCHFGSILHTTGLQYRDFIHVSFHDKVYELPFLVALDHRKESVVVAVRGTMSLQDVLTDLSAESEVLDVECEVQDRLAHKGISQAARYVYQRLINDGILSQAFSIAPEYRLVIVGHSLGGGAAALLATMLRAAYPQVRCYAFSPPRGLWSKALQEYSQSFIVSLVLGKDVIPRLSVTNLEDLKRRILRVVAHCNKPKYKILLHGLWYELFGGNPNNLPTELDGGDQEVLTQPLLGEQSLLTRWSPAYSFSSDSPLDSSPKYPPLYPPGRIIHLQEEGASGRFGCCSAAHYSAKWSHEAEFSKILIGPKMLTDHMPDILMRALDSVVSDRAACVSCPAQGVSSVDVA
# V-ATPase pHluor = regulators of yeast V-ATPase proton pumping, primary screen, pHLuorin cytosolic pH fluorescence; AID 504577, 2011; hit rate 0.37% among 350,000; S. cerevisiae; response, % at 10 µM; in the data active means response mostly above about 7.3%, no sharp cut-off; inactive means mostly below about 5.4%; further: actives read high; inactives centre near 0; some compounds called inactive have numbers as strong as hits; reference of the scale not given here
# An asterisk follows results filed as active; nt = not tested or not shown.
SMILES,HTR5A ag ctr,PKA-R1A activ,DSG3 Ab inh,OPRM1-OPRD1 inv,HTR5A inv ag,Arr AP2 block,PKA-R2B activ,OPRM1-OPRD1 ag,DAGLB inh,V-ATPase pHluor
CC(Sc1nnc2ccccn12)C(=O)Nc1ccc2c(c1)OCO2 (configuration not stated),-3.9,1.1,91.0,4.4,14.3,-9.1,-5.0,-0.9,-3.8,-0.5
CC(NC(=O)c1ccccc1)C(=O)OCC(=O)N1c2ccccc2Sc2ccccc21 (configuration not stated),5.8,-2.8,136.9,15.0,3.5,-7.5,1.7,-2.8,-3.5,6.1
Cc1cc(NC(=O)CSc2nnc(COc3ccccc3)n2Cc2ccco2)no1,1.5,1.3,97.4,17.0,-3.8,6.0,-14.2,-3.0,-2.1,-3.6
O=C(CN1C(=O)C2C3C=CC(C3)C2C1=O)Nc1nc(-c2ccccn2)cs1 (configuration not stated),3.5,-2.1,81.1,19.7,-8.8,0.2,2.1,-3.5,-1.9,0.0
COc1cccc(/C=C(\C#N)c2nc3ccc(C)cc3[nH]2)c1OCC(=O)O,4.2,-4.9,110.0,3.6,-15.3,4.5,-4.8,-0.8,-1.7,3.9
COc1cccc(-n2nc(-c3ccnn3-c3ccc(C)cc3)c(=O)n(C)c2=O)c1,2.9,-3.8,96.8,17.7,-12.2,22.3,-8.3,-3.9,-4.0,0.7
COc1cc(OC)cc(-c2nc(N)n[nH]2)c1,7.1,-7.8,nt,5.5,-17.8,3.2,6.8,-1.3,-3.0,1.7
CC(=O)Nc1ccc(S(=O)(=O)N2CCC(C(N)=O)(N3CCCCC3)CC2)cc1,4.4,-10.8,38.4*,-1.1,-13.0,-13.6,-3.4,0.1,-0.9,4.2
O=C(Nc1ccncc1)Nc1cccc(F)c1,1.7,-1.1,119.8,1.5,-6.2,33.2,-4.6,-0.3,-0.8,-0.9
CCOC(=O)c1c(-c2ccc(C)cc2)csc1NC(=O)CCN1CCOCC1,2.7,2.6,99.0,9.0,-7.1,6.6,0.6,-1.8,-0.3,-0.2
COc1cccc(NC(=O)c2cc(-c3cccnc3)nc3c(Cl)cccc23)c1,2.8,0.7,90.8,-13.9,-12.8,nt,1.3,2.6,-2.0,-5.6
COc1ccccc1OCC(=O)NCC1CCCN(C(=O)c2cccc(C)c2)C1 (configuration not stated),nt,-1.5,107.8,nt,nt,nt,2.9,nt,-1.2,0.6
CC1=C(C(=O)OCC(C)C)[C@]23C(=O)c4ccccc4[C@@]2(O1)OC(N)=C3C#N,4.7,-3.1,95.7,18.6,-15.5,-6.3,-1.4,-3.0,0.9,-2.5
CN=c1sc2ccccc2n1CC(O)COCc1ccco1 (configuration not stated),1.9,-14.7,94.7,10.3,-5.7,-7.6,-8.9,-1.8,-1.6,2.9
c1ccc(Cc2ccc(OCCn3ccnc3)cc2)cc1,3.9,-2.5,96.0,6.4,-14.4,-5.6,3.7,-1.4,-2.5,0.8
Cc1cc(C)cc(NS(=O)(=O)c2ccc3[nH]cc(C(=O)N4CCc5ccccc54)c(=O)c3c2)c1,4.4,-4.1,83.0,-6.0,-13.4,0.7,5.8,1.2,-13.2,-0.7
c1csc(-c2nnc(-c3ccc(N4CCOCC4)cc3)o2)c1,-5.0,0.9,101.3,5.6,0.5,10.1,4.0,-1.1,3.2,-5.6
O=C(COc1ccc(Cl)cc1Cl)NCC1(N2CCOCC2)CCCCC1,1.6,10.8,96.8,-10.9,-14.8,34.1,-4.8,2.7,1.2,1.5
CC(C)(C)c1ccc(Oc2ccc(NC(=O)CCCC(=O)O)cn2)cc1,-2.0,-1.1,100.7,12.8,13.8,-17.1,6.8,-2.5,1.6,4.6
N/C(COc1ccccc1)=N\NS(=O)(=O)c1ccccc1,2.9,-5.9,102.6,8.9,-26.0,-4.1,-6.2,-1.6,1.9,-3.5
C#CCN(C[C@H]1[C@H](OC(=O)Nc2c(C)noc2C)[C@H](OC(=O)Nc2c(C)noc2C)C[C@H]2C(=O)N(c3ccccc3)C(=O)[C@@H]12)S(=O)(=O)c1ccc(C)cc1,nt,-4.4,106.5,nt,nt,nt,11.2,nt,-3.9,1.1
CCCCNC(=O)CCCn1c(=O)[nH]c2ccc(Br)cc2c1=O,-7.3,9.7,nt,-6.4,19.1,-8.5,-1.7,1.1,-2.6,2.8
CCCCCc1cc(=O)c2ccccc2o1,-0.4,5.8,102.5,1.2,-2.4,2.3,0.1,-0.3,-1.2,2.5
CCOC(=O)C(N)CSC1CC(=O)N(c2ccc(OC)cc2)C1=O (configuration not stated),-2.3,0.1,102.9,17.1,8.6,1.6,-4.4,-3.7,-1.9,-3.1

# The final four records of the part before are carried over, then new ones follow.
SMILES,HTR5A ag ctr,PKA-R1A activ,DSG3 Ab inh,OPRM1-OPRD1 inv,HTR5A inv ag,Arr AP2 block,PKA-R2B activ,OPRM1-OPRD1 ag,DAGLB inh,V-ATPase pHluor
C#CCN(C[C@H]1[C@H](OC(=O)Nc2c(C)noc2C)[C@H](OC(=O)Nc2c(C)noc2C)C[C@H]2C(=O)N(c3ccccc3)C(=O)[C@@H]12)S(=O)(=O)c1ccc(C)cc1,nt,-4.4,106.5,nt,nt,nt,11.2,nt,-3.9,1.1
CCCCNC(=O)CCCn1c(=O)[nH]c2ccc(Br)cc2c1=O,-7.3,9.7,nt,-6.4,19.1,-8.5,-1.7,1.1,-2.6,2.8
CCCCCc1cc(=O)c2ccccc2o1,-0.4,5.8,102.5,1.2,-2.4,2.3,0.1,-0.3,-1.2,2.5
CCOC(=O)C(N)CSC1CC(=O)N(c2ccc(OC)cc2)C1=O (configuration not stated),-2.3,0.1,102.9,17.1,8.6,1.6,-4.4,-3.7,-1.9,-3.1
CCOc1ccc(CCNC(=O)Nc2cccc(OC)c2)cc1OCC,0.6,1.5,100.2,2.4,-2.4,-7.0,2.5,-0.5,1.8,0.9
COC(=O)c1c(NC(=O)COC(=O)c2ccc(C)s2)sc2c1CCCCC2,-1.5,-0.9,83.5,7.7,3.8,1.1,-0.3,-1.2,-2.6,-0.1
C[C@H]1CN([C@@H](C)CO)C(=O)CCCn2nncc2CO[C@@H]1CN(C)C(=O)Nc1ccc2c(c1)OCO2,nt,7.8,104.0,nt,nt,nt,7.8,nt,-0.2,1.3
CCN(CC#CCC(O)(c1ccccc1)C1CCCC1)C(C)C (configuration not stated),0.3,14.0,105.2,-6.7,-0.8,-9.8,3.4,1.3,-0.7,-5.9
CC(=O)Nc1ccc(S(=O)(=O)NCc2ccc(C(=O)NC(C)c3ccccc3)cc2)cc1 (configuration not stated),0.4,4.5,100.9,9.6,-0.9,5.2,-9.7,-1.7,-3.6,3.0
CCOC(=O)N1CCC(NC(=O)C2=CCN(S(=O)(=O)c3ccc(OC)cc3)CC2)CC1,-0.1,0.8,98.8,1.9,19.1,6.2,7.3,-0.4,-1.5,-0.6
O=C(Nc1ccc(N2CCOCC2)c(Cl)c1)c1cc(F)c(F)cc1Cl,-3.6,0.7,105.6,-6.5,12.7,8.6,0.7,1.2,-1.5,-0.2
CSc1ccccc1C(=O)OCC(=O)NC1CCCCCCC1,nt,-9.8,104.0,nt,nt,nt,-11.1,nt,-3.4,-5.9
CCCCn1c(SCc2cccc([N+](=O)[O-])c2)nc2ccsc2c1=O,-5.0,11.7,94.8,-21.7,13.4,0.0,3.8,3.6,-10.4,2.9
Cc1cccc(CCNC(=O)c2oc3c(C)c(C)ccc3c2C)n1,2.7,-0.4,105.7,14.7,-10.1,-11.4,-8.8,-3.1,-8.8,1.0
O=C1CCCC(=NNC(=O)c2cc3ccccc3cc2O)C1,-3.8,-8.5,94.0,1.4,14.5,-10.3,-4.4,-0.3,-7.5,-4.2
CC1(C)C(c2ccccc2)=[N+]([O-])C2(CCCCC2=O)N1O (configuration not stated),0.6,8.9,88.6,-12.3,0.6,-6.0,-1.6,2.2,-2.8,0.9
NC(=O)CNC(=O)[C@@H]1CC2(CC(c3cccc([N+](=O)[O-])c3)=NO2)CN1C(=O)c1ccccc1 (some centres not stated),9.9,7.3,100.3,5.4,-10.4,-2.1,-4.2,-1.0,-0.1,0.6
O=c1cc(C23CC4CC(CC(C4)C2)C3)[nH][nH]1,-0.8,-13.4,99.3,-4.5,1.9,0.5,-4.5,0.8,8.3,2.7
O=C(N/N=C/c1coc2ccc(Cl)cc2c1=O)c1cc(O)cc(O)c1,-2.7,1.1,108.0,23.5,-25.4,-1.4,-9.4,-4.3,-0.9,8.8
Cc1ccnc(NC(=O)CN2C(=O)c3ccccc3C2=O)c1,-0.1,-8.4,97.5,17.7,0.4,8.4,8.6,-3.1,-4.1,-2.2
CC(C)C(=O)N1CCN(c2ccccc2NC(=S)NC(=O)Cc2ccccc2)CC1,3.2,-4.6,106.2,7.4,-4.7,4.1,5.1,-1.4,-2.8,0.3
CCc1ccc(NC(=O)CSc2nnc(C3CC3)n2CC2CCCO2)cc1 (configuration not stated),4.2,-1.8,97.3,7.7,-2.9,17.7,-8.2,-1.2,-0.8,-0.5
CC(c1ccco1)N(C(=O)c1cccc(S(=O)(=O)N(C)C)c1)c1ccccn1 (configuration not stated),0.7,-2.2,114.5,26.8,-23.6,10.5,-4.9,-5.1,-4.3,-3.3
COc1ccc(-c2cc(C(F)(F)F)nc(SCCC(=O)Nc3cc(C)on3)n2)cc1,-3.2,0.0,101.9,14.7,8.1,3.2,0.0,-2.6,-3.0,3.3
COc1cc(/C=N/NC(=O)c2cccnc2)ccc1OC(=O)c1cccc(Br)c1,4.3,-3.1,103.7,9.9,-10.3,4.9,1.9,-1.9,-2.0,0.8
CCCCCCCNC(=O)C1(CC2CC(c3cccc(Br)c3)=NO2)CCN(C(=O)c2ccccc2)CC1 (configuration not stated),6.6,9.6,106.3,10.4,-17.8,2.0,-7.2,-1.8,-1.9,2.5
Cc1ccc(C(=O)COC(=O)c2ccccc2NC(=O)c2ccccc2)cc1[N+](=O)[O-],-0.9,-14.5,98.0,16.8,2.4,-1.4,-5.7,-3.3,-10.4,0.0
CC(=O)C1=C(O)C(=O)N(CCCn2ccnc2)C1c1ccc(Cl)cc1 (configuration not stated),6.3,-5.0,100.8,13.1,1.0,28.8,5.5,-2.6,-2.3,4.8
COc1ccc(CCNC(=O)CSc2n[nH]c(N)n2)cc1OC,3.6,0.0,95.7,3.7,14.3,1.8,-2.5,-0.6,1.5,4.1
CC(=O)n1nc(-c2ccccc2)nc1NCc1cccs1,3.0,-9.0,96.5,-24.6,-7.8,4.8,6.5,5.2,-6.8,-4.0
